Screening data from PubChem BioAssay.
DAX1 inh-1 – DAX1 (NR0B1) inhibitors, primary screen, cell-based, HEK293, Gal4-DAX1, luciferase luminescence; Nuclear receptor subfamily 0 group B member 1 (Homo sapiens), P51843; HEK293 Gal4-DAX1 luciferase reporter; inhibition, % at 6.75 µM; 340,000 tested, 0.99% active; AID 504766, 2011;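 active = inhibition above the mean over all tested compounds plus 3 SD, cut at about 4.2% in these data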;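 note: 0% = DAX1-transfected cells with DMSO and 100% = empty-vector control cells with DMSO; inhibition shows as a rise in luminescence from relieved DAX1 repression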
Target sequence (P51843 207-470 limits assumed): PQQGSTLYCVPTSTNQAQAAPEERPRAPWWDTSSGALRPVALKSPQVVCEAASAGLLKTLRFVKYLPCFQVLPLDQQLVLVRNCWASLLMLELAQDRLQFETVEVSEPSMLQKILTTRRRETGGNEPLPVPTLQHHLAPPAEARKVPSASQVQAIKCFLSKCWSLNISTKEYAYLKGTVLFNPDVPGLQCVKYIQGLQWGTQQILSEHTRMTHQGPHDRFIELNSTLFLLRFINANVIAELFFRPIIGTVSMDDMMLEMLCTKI
hgDAF-12 ag – H. glycines DAF-12 receptor agonists, primary screen, cell-based, luminescence, HEK293, GAL4 fusion, UAS-luciferase | HEK293 GAL4-hgDAF12 UAS-luciferase reporter, agonist luminescence; normalized to butyrate control | activation, % at 6.8 µM | 370,000 tested, 1.8% active | AID 687014, 2013;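 active = activation above a cutoff set at the mean of all screened compounds plus 3 SD, cut at about 10% in these data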;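 note: 0% = DMSO wells and 100% = sodium butyrate wells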
ADAM10 inh – human ADAM10 inhibitors, primary screen, biochemical, QFRET, HTS; inhibition, % at 7 µM; recombinant ADAM10, EDANS/DABCYL FRET peptide cleavage, 3 h; 370,000 tested, 0.62% active;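 active = inhibition above a per-campaign cutoff equal to the mean of compounds falling between control-based bounds plus 3 SD, cut at about 20% in these data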;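 note: 0% = DMSO wells while the 100% control is not disclosed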
DAX1 inh-2 – DAX1 (NR0B1) inhibitors on StAR promoter, primary screen, cell-based, luminescence, SF-1 (NR5A1), full-length DAX-1. AID 652010, 2013. inhibition, % at 6.8 µM. 370,000 tested, 1.1% active. HEK293T StAR-luciferase reporter, SF-1/DAX-1 repression relief;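 active = inhibition above the mean over all tested compounds plus 3 SD, cut at about 3.6% in these data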;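 note: 0% = DAX-1 cells with DMSO and 100% = cells lacking DAX-1 with DMSO; higher inhibition means more luminescence from relief of DAX-1 repression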
GC-A act – GC-A stimulated cGMP production enhancers – HEK293 GC-A cells, cGMP TR-FRET, EC30 ANP, primary screen; 370,000 tested, 0.14% active; 0% at EC30 ANP, 100% saturating ANP; activation, % at 10 µM; in the data active = activation above about 40%
hcDAF12 agonist – H. contortus DAF-12 nuclear receptor activators, primary screen, cell-based, luminescence, HEK293, lit1-tk-luc reporter; HEK293 hcDAF-12 lit1-tk-luc reporter; 0% DMSO, 100% Δ7-dafachronic acid; activation, % at 6.8 µM; 370,000 tested, 1.4% active; AID 652067, 2013;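 active = activation above the mean of all tested compounds plus 3 SD, cut at about 5.5% in these data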;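 note: 100% = response to 3 µM Δ7-dafachronic acid high control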
SMARCA2 act – SMARCA2 (BRM) function activators, primary screen, cell-based, luminescence, high throughput. MG213 cells, MMTV-luciferase reporter, dexamethasone, overnight. activation, % at 9.1 µM. AID 652017, 2013. 370,000 tested, 1% active; in the data active = activation above about 7.8%;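 note: 0% = vehicle wells and 100% = reference activator wells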
ADAM17 inh – ADAM17 inhibitors, primary screen, biochemical, QFRET | AID 720648, 2013 | 370,000 tested, 0.83% active | recombinant ADAM17, EDANS/DABCYL FRET peptide cleavage | inhibition, % at 6.95 µM;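 active = inhibition above the mean of compounds lying between control limits plus 3 SD, set per campaign, cut at about 8.5% in these data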;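 note: 0% = DMSO-only wells as the low control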
Target sequence (P78536 215-824 limits assumed): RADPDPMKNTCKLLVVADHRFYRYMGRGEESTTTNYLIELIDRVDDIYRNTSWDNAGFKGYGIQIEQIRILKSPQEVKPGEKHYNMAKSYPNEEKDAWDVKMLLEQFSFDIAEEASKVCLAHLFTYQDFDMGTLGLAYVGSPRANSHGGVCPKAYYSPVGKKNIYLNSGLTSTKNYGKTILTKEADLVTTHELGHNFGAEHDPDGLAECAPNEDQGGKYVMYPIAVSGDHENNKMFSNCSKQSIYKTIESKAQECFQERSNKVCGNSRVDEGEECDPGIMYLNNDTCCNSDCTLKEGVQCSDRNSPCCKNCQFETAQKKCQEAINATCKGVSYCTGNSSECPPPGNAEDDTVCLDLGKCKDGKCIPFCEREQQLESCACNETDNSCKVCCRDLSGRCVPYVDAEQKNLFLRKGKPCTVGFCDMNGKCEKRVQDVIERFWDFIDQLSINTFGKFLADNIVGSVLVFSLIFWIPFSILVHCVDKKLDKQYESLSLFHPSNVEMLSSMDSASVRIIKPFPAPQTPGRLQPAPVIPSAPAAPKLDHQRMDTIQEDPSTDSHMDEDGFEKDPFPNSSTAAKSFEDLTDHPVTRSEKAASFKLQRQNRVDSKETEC
ssDAF-12 act – S. stercoralis DAF-12 nuclear receptor activators, primary screen, cell-based, luminescence, HEK293, GRIP1 co-expression, lit1-tk-luc. Nuclear hormone receptor DAF-12 (Strongyloides stercoralis). HEK293 ssDAF-12/GRIP1 lit1-tk-luc reporter; % of 3 µM dafachronic acid response. activation, % at 6.8 µM. 370,000 tested, 1% active;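 active = activation above the mean over all tested compounds plus 3 SD, cut at about 0.9% in these data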;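 note: 0% = DMSO-only wells and 100% = 3 µM delta7-dafachronic acid wells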
GAA850 FXN act – FXN promoter activators, primary screen, cell-based, luciferase luminescence, HEK293 lucGAA850; 360,000 tested, 0.56% active; AID 540364, 2011; HEK293 lucGAA850 FXN promoter luciferase reporter, 24 h; percent of 10 µM SAHA response; activation, % at 6 µM;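 active = activation above the average of all compounds screened plus 3 SD, cutoff fixed separately per campaign, cut at about 7.5% in these data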;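 note: 0% = DMSO wells and 100% = 10 µM SAHA wells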
PG9 Ab binder – binders of HIV-1 gp120 antibody PG9, primary screen, biochemical, TR-FRET; HIV-1 gp120 / PG9 antibody interaction; TR-FRET gp120-PG9 antibody binding; inhibition, % at 6.7 µM; 360,000 tested, 0.43% active; in the data active = inhibition above about 8.5%
* = called active by the depositor; i = inactive; / = no result given.

SMILES	DAX1 inh-1	hgDAF-12 ag	ADAM10 inh	DAX1 inh-2	GC-A act	hcDAF12 agonist	SMARCA2 act	ADAM17 inh	ssDAF-12 act	GAA850 FXN act	PG9 Ab binder
COc1ccc(C(C(O)C(=O)c2c[nH]c3ccccc23)N2CCN(c3ccc(OC)cc3)CC2)cc1 (stereo not given)	0.8	-0.5	6	0.0	0	-0.1	0	5	-0.6	0.0	-1.1
COc1cc(C(=O)NCCC(=O)NCCN2CCCCCC2)cc(OC)c1OC	-0.1	-0.6	2	-0.3	-3	-0.1	0	-2	-1.6	0.2	1.3
CCn1ccnc1CN(C)C(=O)CCc1nnc(CCCc2ccccc2)o1	-0.3	4.4	-2	0.4	1	-1.3	-1	-1	-0.7	-1.1	-0.8
c1ccc2c(c1)nnn2-c1ccncc1	1.6	0.9	-11	-0.1	-2	-1.8	-1	-6	-1.7	0.8	0.5
CN1CCN(Cc2c(O)ccc3cc(-c4ccccn4)c(=O)oc23)CC1	-0.7	-1.2	i	0.6	2	-0.6	-4	i	-0.7	2.3	-2.1
CC(=O)N1c2ccccc2C(=O)C1N(C)c1ccc(C)cc1 (stereo not given)	0.7	3.3	-38	0.1	1	3.5	7	-17	-0.1	6.2	-1.1
CCN1C(=O)c2ccccc2S(=O)c2ccc(C(=O)NCCN(CC(C)C)CC(C)C)cc21 (stereo not given)	-2.1	-0.8	7	0.1	-1	3.9	-2	1	-0.9	0.3	-1.8
Cc1ccc(N(CC#N)C(=O)CS(=O)(=O)c2cccc([N+](=O)[O-])c2)cc1	0.5	-1.8	2	-0.1	4	-1.5	0	1	-0.6	-5.1	-0.6
CCCC(=O)Nc1nc2ccc(NC(=O)c3ccccc3F)cc2s1	-1.5	-0.1	8	-2.3	-4	0.1	2	4	-2.1	-3.5	-0.6
CC1CC(=O)C2=C(C1)Nc1nc3ccccc3n1C2c1cccnc1 (stereo not given)	-0.2	-1.4	i	0.6	-4	-0.6	-1	i	-1.6	0.2	-0.1
Cc1cc(C)n(C(=O)Cc2cn3ccsc3n2)n1	1.4	-1.4	5	-0.1	-1	-1.3	1	-1	-1.1	-1.4	-1.4
CS(=O)(=O)N1CCc2cc(S(=O)(=O)Nc3ccc4oc5c(c4c3)CCCC5)ccc21	0.6	-1.7	17	-0.4	1	-0.6	-4	8	-0.5	1.1	-0.7
S=C(NCc1cccnc1)Nc1ccc(Cl)cc1Cl	-0.8	-0.3	-5	0.8	4	1.2	0	-5	-0.9	1.1	-0.8
O=C(CNC(=O)c1ccccc1F)N/N=C/c1cn[nH]c1-c1ccccc1	-1.1	-1.6	-2	-0.6	0	-0.6	1	-4	-1.6	1.5	0.7
CC(C)N(Cc1cnn(C)c1)C(=O)c1ccc(OC2CCN(Cc3ccccn3)CC2)cc1	0.0	-1.1	-2	-0.4	2	1.8	-3	-9	-1.2	1.2	2.4
CCCSc1nc(SCC(=O)NCc2ccccc2)c2c3c(sc2n1)COC(C)(CC)C3 (stereo not given)	-0.8	0.7	-7	0.4	3	-1.4	-1	-4	-1.4	-1.2	1.8
COc1ccccc1N1CCN(C(=O)c2ccc(NC3=NC4CS(=O)(=O)CC4S3)cc2)CC1 (stereo not given)	-0.3	2.0	-13	0.2	1	2.8	3	-1	-0.6	1.6	-1.6
O=C(CSc1nnnn1C1CCCC1)Nc1ccc2c(c1)OCO2	1.1	5.0	3	-0.1	2	-0.1	-1	-4	-1.3	-0.1	-0.8
COc1cccc(NC(=O)CN2CCN(c3ccccc3F)CC2)c1	-0.4	-1.9	6	0.0	5	-1.9	-1	2	-1.0	0.5	0.8
Cc1nc2c(N)nn(C)c2nc1C	-0.9	1.0	4	0.7	-2	-0.7	-1	0	-0.8	0.5	-0.6
CCOc1cc(C(=O)OCc2cc(=O)n3c(C)csc3n2)ccc1OC	0.7	-2.8	-45	0.6	8	0.1	-1	-12	-1.2	-0.4	-1.5
COc1ccc(CC(=O)Nc2c3c(nn2-c2ccccc2C)CS(=O)C3)cc1 (stereo not given)	1.2	-0.1	9	0.5	1	-0.9	8.7*	-1	-1.0	-1.5	-1.5
COc1ccccc1NS(=O)(=O)c1ccc2oc(SCc3ccc(F)cc3)nc2c1	-1.1	-0.1	-6	0.1	-8	-1.8	-5	-4	-1.0	0.5	0.2
Cc1cc(C)c(NC(=O)C(C)Sc2nc3ccc(N4C(=O)c5ccccc5C4=O)cc3s2)c(C)c1 (stereo not given)	0.0	2.0	-11	-0.9	-5	0.2	-3	-5	-1.2	0.9	0.0
CC(=O)C1=C(C)NC(SCC(N)=O)=C(C#N)C1c1cccnc1 (stereo not given)	1.6	-1.4	-9	0.0	5	1.0	0	-2	-1.1	0.8	-1.1

(continued)
SMILES	DAX1 inh-1	hgDAF-12 ag	ADAM10 inh	DAX1 inh-2	GC-A act	hcDAF12 agonist	SMARCA2 act	ADAM17 inh	ssDAF-12 act	GAA850 FXN act	PG9 Ab binder
Cc1ccc(CCNC(=O)C2CCC(CNc3c(N4CCCC4)c(=O)c3=O)CC2)cc1 (stereo not given)	2.2	3.0	-11	-0.1	1	0.6	2	-1	-1.0	-0.4	-1.4
O=C(c1ccccc1)c1ccc(OCC(O)CNCc2cccc(Cl)c2)cc1 (stereo not given)	-1.2	-0.8	-1	0.0	-12	-0.8	-5	2	-0.1	-0.5	2.0
O=C(Cn1cncc1-c1ccc([N+](=O)[O-])cc1)Nc1ccccc1F	0.2	-3.4	-10	0.2	2	2.4	-1	-4	-0.2	0.2	-1.6
COc1cccc(C(=O)Nc2ccc(C(=O)NCC(C)C)cc2)c1	-0.6	3.0	2	-0.4	-4	-1.9	0	-1	-1.6	-1.3	0.0
CSc1ncc(C(=O)O)c(C)n1	-0.3	2.2	4	0.0	3	-1.1	1	-4	-1.2	-0.7	0.2
Cc1ccccc1-n1nnnc1SCC(=O)NNC(=O)c1ccc(NC(=O)CC#N)cc1	-1.1	-1.3	-5	0.2	-2	-2.9	-2	0	-0.9	0.4	0.0
Cc1c(NC(=S)NC(=O)Cc2ccccc2)cccc1C(=O)O	2.2	6.1	6	-0.1	5	-1.4	-1	4	-1.2	3.2	2.0
Cc1ccc(Cl)cc1NC(=O)COC(=O)c1ccc(COc2ccc3c(C)cc(=O)oc3c2)cc1	/	2.5	-65	0.1	1	-1.5	0	-16	-1.4	/	1.4
O=C(Nc1ccccc1)c1nnn(Cc2ccccc2)c1NC(=O)C(F)(F)F	0.1	5.3	6	1.0	3	0.5	3	-1	-0.3	2.1	1.6
CC1(C(=O)N(Cc2ccccc2)Cc2ccccc2)CC1(Br)Br (stereo not given)	0.0	-2.7	9	-0.2	-18	-1.8	-6	0	-1.8	1.8	-0.8
CNC(=O)C[C@H]1C(=O)N(CCc2ccccc2)C[C@@H]1CSC	1.1	-0.1	-16	0.4	-3	0.6	2	-4	-1.2	2.5	-0.8
COC(=O)C1=C(C)NC(C)=C(C(=O)OC)C1C(=O)OCc1nnc(-c2ccccc2)o1	0.1	0.6	-13	-0.3	-2	0.6	0	-10	-1.2	3.9	-0.1
COc1cc2c(cc1OC)CN(C(=O)CSC1=NCCS1)CC2	0.4	-1.5	-45	-2.5	2	0.3	-1	-10	-0.9	1.6	-0.5
COc1ccc2c(CC(=O)OCC(=O)Nc3cc(C)c(C)cc3[N+](=O)[O-])coc2c1	0.9	-2.9	0	0.3	0	0.8	-1	-2	-0.6	4.0	-0.8
CC(C)c1ccc(NC(=O)c2ccccc2NC(=O)C2CCCCC2C(=O)O)cc1 (stereo not given)	5.4*	8.6	-5	1.5	-2	-0.2	6	1	0.9	5.0	0.7
Cc1cc(C)nc(Sc2ccc(/C=C(\C#N)C(=O)Nc3ccccc3)o2)n1	-0.6	-0.1	-1	0.0	2	-1.0	2	1	-2.2	0.1	-0.6
Cc1cccc(Nc2nc(N3CCN(C)CC3)nc(N)c2[N+](=O)[O-])c1	0.9	-1.8	-7	1.0	0	-2.1	5	4	-1.9	3.5	-1.8
CC(=O)Nc1cccc(-n2nnc(SCC(=O)Nc3ccc(F)c(Cl)c3)n2)c1	/	-0.6	4	-0.6	-11	1.4	-2	0	-1.4	-1.1	-2.7
Cc1ccc(NC(=O)COC(=O)c2ccc3c(c2)OCCO3)cc1S(=O)(=O)N1CCOCC1	-0.4	0.3	5	-0.1	2	0.7	-7	6	-0.2	2.0	-3.6
CCN1CCC(O)(C(C(=O)OC)c2ccccc2)CC1 (stereo not given)	-1.0	1.9	-18	-0.8	4	-1.8	-2	-4	-1.1	0.7	0.8
CCCS(=O)(=O)NC(=O)C1(C)CCCN(C(=O)c2ccc(C(=O)OC)cc2)C1 (stereo not given)	/	0.1	0	-0.2	0	-1.8	2	0	-0.6	-1.1	0.7
CCCCCCCCN1C(=O)[C@H](CC(=O)NCc2cccc(C(F)(F)F)c2)C[C@@]2(C(=O)OC)CCCCC=C12	/	0.2	-14	-0.9	1	-3.7	-5	-1	-0.9	/	0.9
C#CCOCCOCCOCCNc1nc(N2CCN(C(=O)[C@H]([C@@H](C)O)n3cc(CCCCN)nn3)CC2)nc(N2CCN(C(=O)[C@H](Cc3ccc(O)cc3)n3cc(CCO)nn3)CC2)n1	2.0	1.4	4	0.0	4	-0.6	0	4	-1.1	0.0	0.6
CCN(CC)S(=O)(=O)c1ccc(NC(=O)COC(=O)c2ccc(-n3nc(C)cc3C)cc2)cc1	0.2	-3.1	15	-0.7	-2	-1.4	-6	7	-1.4	0.1	0.1
CCOc1cc(/C=C2\N=C(C)OC2=O)cc(Cl)c1OCC(=O)OC	0.1	-0.6	6	0.1	13	1.5	0	-1	-0.9	2.5	-1.3
O=C(Nn1cnnc1)c1ccc(Br)s1	-0.5	-0.6	2	-0.4	-4	0.3	-4	-8	-0.7	2.8	0.4

An excerpt from above in order of formula weight, ascending:
SMILES	DAX1 inh-1	hgDAF-12 ag	ADAM10 inh	DAX1 inh-2	GC-A act	hcDAF12 agonist	SMARCA2 act	ADAM17 inh	ssDAF-12 act	GAA850 FXN act	PG9 Ab binder
CCN1CCC(O)(C(C(=O)OC)c2ccccc2)CC1 (stereo not given)	-1.0	1.9	-18	-0.8	4	-1.8	-2	-4	-1.1	0.7	0.8
Cc1cccc(Nc2nc(N3CCN(C)CC3)nc(N)c2[N+](=O)[O-])c1	0.9	-1.8	-7	1.0	0	-2.1	5	4	-1.9	3.5	-1.8
CCOc1cc(/C=C2\N=C(C)OC2=O)cc(Cl)c1OCC(=O)OC	0.1	-0.6	6	0.1	13	1.5	0	-1	-0.9	2.5	-1.3
Cc1ccc(Cl)cc1NC(=O)COC(=O)c1ccc(COc2ccc3c(C)cc(=O)oc3c2)cc1	/	2.5	-65	0.1	1	-1.5	0	-16	-1.4	/	1.4
